BoNT F protease: BoNT F light chain protease inhibition; Multiplex microsphere protease cleavage assay, flow cytometry; inhibition, % at 10 µM; hit rate 0.22% among 360,000; in the data active = inhibition above about 35%, passing the limit was not always enough; inconclusive = no clear call, values can overlap the other calls; note: plate controls were buffer without enzyme for full effect and enzyme alone for no effect
GDH-TPI inh: GDH-TPI coupled enzyme inhibition counter-screen; inhibition, % at 4.8 µM; hit rate 1.2% among 360,000; GDH-TPI coupled enzyme counterscreen, NADH absorbance;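 note: 0% = DMSO wells and 100% = wells lacking the enzyme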
FBA Mtb inh: Mtb fructose-bisphosphate aldolase inhibition. P9WQA3. purified M. tuberculosis FBA, fluorescence read-out. inhibition, % at 1 µM. hit rate 2.3% among 360,000; in the data active = inhibition above about 27%;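 note: 0% = vehicle and 100% = reference inhibitor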
Target sequence (P9WQA3 whole entry, looked up): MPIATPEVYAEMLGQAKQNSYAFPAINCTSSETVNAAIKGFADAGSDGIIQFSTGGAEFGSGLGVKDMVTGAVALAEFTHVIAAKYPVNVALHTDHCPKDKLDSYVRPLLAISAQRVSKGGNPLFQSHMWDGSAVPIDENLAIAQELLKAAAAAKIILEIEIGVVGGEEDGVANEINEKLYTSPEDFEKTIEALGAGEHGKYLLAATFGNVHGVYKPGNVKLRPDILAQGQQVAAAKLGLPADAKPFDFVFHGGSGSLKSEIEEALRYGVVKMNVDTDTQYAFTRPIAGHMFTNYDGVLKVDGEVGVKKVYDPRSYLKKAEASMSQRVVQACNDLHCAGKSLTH
Mtb BioA inh: BioA (M. tuberculosis) enzyme inhibition | inhibition, % at 9.99 µM | purified M. tuberculosis BioA enzyme, plate reader | AID 602481 | hit rate 0.096% among 360,000; in the data active = inhibition above about 40%; inconclusive = no clear call, values can overlap the other calls
BoNT A protease: blocks Botulinum neurotoxin A light chain protease; multiplex microsphere protease substrate cleavage, flow cytometry; inhibition, % at 10 µM; hit rate 0.17% among 360,000; AID 588499; in the data active = inhibition above about 30%; inconclusive = no clear call, values can overlap the other calls; note: plate controls were buffer without enzyme for full effect and enzyme alone for no effect
PrPC TRFRET: cell surface PrPC inhibition, primary TR-FRET screen | P04156 | TR-FRET read-out | inhibition, % at 13.8 µM | hit rate 0.43% among 370,000 | AID 720596; in the data active = inhibition above about 24%; note: 0% = median of the test wells and 100% = reference compound wells
UGM FP inh: blocks M. tuberculosis UGM enzyme; purified UGM, fluorescence polarization probe displacement; inhibition, % at 10 µM; P9WIQ1; AID 504406; hit rate 0.06% among 320,000; in the data active = inhibition above about 10%, passing the limit was not always enough; inconclusive = no clear call, values can overlap the other calls
Target sequence (P9WIQ1 whole entry, looked up): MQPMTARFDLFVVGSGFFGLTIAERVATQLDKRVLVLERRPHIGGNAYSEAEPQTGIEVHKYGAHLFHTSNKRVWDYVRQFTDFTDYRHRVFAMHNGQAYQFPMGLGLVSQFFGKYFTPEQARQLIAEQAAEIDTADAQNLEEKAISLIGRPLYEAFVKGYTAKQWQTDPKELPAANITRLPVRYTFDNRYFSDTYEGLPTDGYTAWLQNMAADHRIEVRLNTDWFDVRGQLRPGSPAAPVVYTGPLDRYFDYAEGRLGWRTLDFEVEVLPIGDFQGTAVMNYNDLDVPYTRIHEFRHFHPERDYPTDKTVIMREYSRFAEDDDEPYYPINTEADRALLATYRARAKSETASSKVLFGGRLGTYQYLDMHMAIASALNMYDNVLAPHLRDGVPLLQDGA
CCHFV vOTU inh: blocks the CCHF virus ovarian tumor domain protease; CCHFV vOTU protease, Pep-AMC fluorescence; inhibition, % at 11.5 µM; hit rate 0.55% among 370,000; AID 651958; note: 0% = vehicle wells with enzyme and 100% = no enzyme wells
FadD28 binding: M. tuberculosis FadD28 bisubstrate binding inhibition. hit rate 0.22% among 360,000. FadD28 bisubstrate probe binding, fluorescence polarization. inhibition, % at 12.5 µM. AID 588549; in the data active = inhibition above about 8.5%, passing the limit was not always enough; inconclusive = no clear call, values can overlap the other calls
An asterisk follows results filed as active; u = inconclusive; x = no result given. Cut-off read from the data, not from the text of the source, unless noted: active = inhibition above about 30%; inactive = the rest.

SMILES,BoNT F protease,GDH-TPI inh,FBA Mtb inh,Mtb BioA inh,BoNT A protease,PrPC TRFRET,UGM FP inh,CCHFV vOTU inh,FadD28 binding
COCCC(=O)N1CCC(Oc2ccc(C(=O)NCCc3cn[nH]c3)cc2)CC1,x,8,4,0.7,x,-3,-0.7,14,-1.5
O=C1NC(=O)N(c2ccc(Cl)cc2)C(=O)/C1=C\c1ccc(Sc2nc3ccccc3[nH]2)o1,-1,9,4,x,0.4,8,-1.8,17,-2.9
N#Cc1ccc(COC(=O)Cn2nnc(-c3ccccc3)n2)cc1,-11,14,-8,-2.2,0.0,-1,-0.3,5,-1.7
O=C(c1ccco1)N1CCN(C2CC(=O)N(c3ccc4c(c3)OCO4)C2=O)CC1 (stereo not drawn),-1,-1,-2,x,0.0,5,0.2,0,-2.1
Cc1nn(C)c(C(=O)N/N=C/c2ccccc2)c1[N+](=O)[O-],-86,11,3,-1.6,-6.2,0,-0.3,31*,0.0
O=c1ncn(-c2cccc([N+](=O)[O-])c2)c2ccccc12,u,9,1,-0.6,4.3,-13,0.4,4,-1.1
CC1=CC(=O)C2=C(C)CC[C@@H]3[C@H](OC(=O)[C@H]3C)[C@@H]12,-1,6,1,-1.2,0.4,7,-1.4,8,-3.3
Cc1ccccc1-c1nnc(-c2ccc(Cl)cc2)o1,-12,8,2,12,-0.3,6,-5.5,-7,-1.1
O=C(c1cccnc1)N1CCN(Cc2cccc(Br)c2)CC1,6,6,0,-1.0,0.2,5,-5.5,-9,-1.0
CCN1CCN(CCOc2ccccc2OCc2ccccc2)CC1,-3,-6,5,x,-0.5,-8,0.6,-3,1.2
CCC(C)c1ccc(-c2cc(C(=O)OCC(=O)Nc3cc(C)on3)c3ccccc3n2)cc1 (stereo not drawn),-4,1,2,-1.9,0.4,3,-1.8,14,0.0
COc1ccccc1C1=NCc2nnc(CSC)n2-c2ccc(Cl)cc21,-3,6,0,x,-0.9,0,-0.9,-17,-0.6
Cc1ccc(C)c(S(=O)(=O)N2CCCCC2CCNC(=O)C(=O)NC2CC2)c1 (stereo not drawn),-5,3,0,x,-0.1,0,-1.6,5,0.2
CC1Oc2ccc(C#N)cc2N(Cc2ccccc2OC(F)(F)F)C1=O (stereo not drawn),-9,10,-2,-1.7,-0.5,13,x,10,-1.2
COc1ccc(/C=N/NC(=O)C2CCN(c3ncc(C(F)(F)F)cc3Cl)CC2)cc1,-1,1,-4,-1.2,u,-2,1.5,-1,-0.7
O=C(CCC(NC(=O)OCc1ccccc1)C(=O)OCc1ccccc1)NCC(=O)OCc1ccccc1 (stereo not drawn),-10,1,-1,-0.8,-0.2,-8,0.9,-7,-3.1
Cc1ccc(-n2c(Cc3ccccc3)nnc2SCC(=O)NNC(=O)Cc2ccccc2)cc1,-3,-3,-4,3.9,0.1,4,-1.3,-1,-2.6
C=CCNC(=S)N/N=C/c1ccccc1OCCOc1ccccc1,-1,11,-2,-0.8,-1.0,2,0.4,1,2.1
Cc1ccc(OCCN2C(=O)c3ccccc3C2=O)cc1,0,4,0,-2.4,2.2,-3,0.8,-9,0.0
O=C1NC(c2ccccc2)(C(F)(F)F)SC2=CCCCCN12 (stereo not drawn),-18,3,-5,-3.6,0.8,1,-1.6,12,-0.5
CN(CC1COc2ccccc2O1)C(=O)CSc1nncs1 (stereo not drawn),-4,4,2,x,-1.1,4,0.4,9,0.0
O=C(CCc1nc2ccccc2c(=O)[nH]1)OCc1cccc(C(F)(F)F)c1,2,-1,-12,-1.5,0.6,2,u,7,-2.5
Cc1ccc(NC(=O)CN(C)C(=O)c2ccc3[nH]c4c(c3c2)CC(C)CC4)cc1 (stereo not drawn),-3,7,-1,-0.2,-0.5,8,-1.5,-3,-13
O=C(O)C1CCN(C(=O)c2ccccc2N2C(=O)[C@@H]3Cc4c([nH]c5ccccc45)C(c4cccc(Cl)c4)N3C2=O)CC1 (stereo partly drawn),-2,12,5,1.2,0.3,-2,-0.6,-3,-8.9
CCOC(=O)C1CCN(S(=O)(=O)c2ccc(C(C)=O)cc2)CC1,-2,0,-1,0.1,0.7,-2,-0.5,-10,0.5
O=C(Nc1ccccc1Cl)NC1(C(=O)NCCCN2CCOCC2)CCCCC1,-21,2,-2,-2.8,0.0,5,0.1,20,-1.8
O=c1cc(N2CCN(Cc3ccccc3)CC2)c(-c2ccccc2)n[nH]1,-6,4,2,-0.4,1.3,3,-0.8,-9,-2.1
O=C(C1=COCCO1)N1CCN(c2nc3ccc([N+](=O)[O-])cc3s2)CC1,7,-1,0,-0.7,2.3,-7,-1.0,-3,-1.9
CCCNC(=O)Nc1ccc2c(c1)N(C)C(=O)c1ccccc1S2,-3,6,0,10,0.6,-3,1.6,-1,-3.6
Cn1c(SCc2c(Cl)cccc2Cl)nnc1-c1cccs1,5,-4,-2,6.0,u,-3,-0.4,11,-34
O=C(CC(=O)NC1CCCCC1)N/N=C/c1ccccc1[N+](=O)[O-],2,5,1,1.5,-0.4,-9,0.0,5,x
Cc1nn(Cc2ccccc2)c(C)c1C(=O)O,0,-4,-2,1.5,0.1,6,2.4,-7,-0.9
Cc1cccc(C)c1NC(=O)CSc1nnc(Cc2ccccc2)o1,-7,-1,2,0.2,0.1,7,2.8,-1,-1.4
CC(=O)c1ccc(N(C(=O)CNC(=O)c2ccco2)C(C(=O)NCC2CCCO2)c2ccccc2)cc1 (stereo not drawn),-2,-1,1,-0.8,-0.9,3,1.2,4,-3.1
Clc1ncccc1-c1nc2ccccc2s1,-5,-1,-1,x,-0.2,11,-2.0,2,-5.4
Cc1ccc(-c2n[nH]c(=S)n2/N=C/c2ccc(C)s2)cc1,1,13,6,-0.6,0.1,-2,-1.4,9,-0.8
CCOC(=O)c1sc2nc(NC(=O)C(C)(C)C)sc2c1C,-2,30,16,-0.9,0.2,4,-1.2,12,-2.1
CCn1cc(C(=O)N[C@@H](CCSC)C(=O)NC(C)(C)CO)c(=O)c2cc3c(cc21)OCO3,-17,5,4,0.5,-1.3,-8,-0.1,-11,1.4
CCOc1ccc(NC(=O)CSc2nc(N3CCOCC3)nc(N3CCOCC3)n2)cc1,5,12,-2,-0.7,0.7,-10,2.0,0,-5.4
CC(C)(CO)NC(=O)C(Cc1ccccc1)N1C(=O)c2ccccc2C1=O (stereo not drawn),12,-3,0,-0.5,-2.4,-2,-1.1,-6,-3.0
CC/C(=N/Nc1cccc(C)c1)c1cnnc(SC)n1,12,7,-2,x,2.6,-12,0.8,-17,-1.7
Cc1ccc(S(=O)(=O)N2CCOCC2)cc1C(=O)OCC(=O)NC1CC1,4,7,2,-0.6,2.3,5,1.7,-9,-1.7
CC(C)CC(=O)[C@@H](O)Cc1ccc(O)cc1,1,x,x,x,-0.1,-1,x,-7,x
COc1ccc(/C=N\NC(=O)c2cc(OCC(F)(F)F)ccc2OCC(F)(F)F)cc1,-24,1,-2,x,-0.8,12,-0.4,24,-4.0
CCN(c1ccccc1)c1cc(C)nc2ncnn12,-11,9,-2,8.2,0.0,-2,-1.1,6,-2.7
CCCCn1nnnc1C(c1cc2ccccc2o1)N(CCN(C)C)Cc1ccccc1 (stereo not drawn),-3,x,x,x,-0.1,-10,x,8,x
N/C(=N\OC(=O)COc1ccc(Br)cc1Cl)c1cccnc1,-2,2,-3,x,-0.6,0,2.5,-2,-2.3
Cc1cc(N2CCCC2)nc2ccc(NC(=S)NCCCOC(C)C)cc12,-1,9,10,x,1.4,-6,-6.4,8,-3.6

Quoted from above, 3 compounds:
SMILES,BoNT F protease,GDH-TPI inh,FBA Mtb inh,Mtb BioA inh,BoNT A protease,PrPC TRFRET,UGM FP inh,CCHFV vOTU inh,FadD28 binding
CCCCn1nnnc1C(c1cc2ccccc2o1)N(CCN(C)C)Cc1ccccc1 (stereo not drawn),-3,x,x,x,-0.1,-10,x,8,x
N/C(=N\OC(=O)COc1ccc(Br)cc1Cl)c1cccnc1,-2,2,-3,x,-0.6,0,2.5,-2,-2.3
Cc1cc(N2CCCC2)nc2ccc(NC(=S)NCCCOC(C)C)cc12,-1,9,10,x,1.4,-6,-6.4,8,-3.6

Other entries follow:
SMILES,BoNT F protease,GDH-TPI inh,FBA Mtb inh,Mtb BioA inh,BoNT A protease,PrPC TRFRET,UGM FP inh,CCHFV vOTU inh,FadD28 binding
COc1ccc(CSc2nnnn2C)cc1F,-4,-1,0,1.6,0.1,-4,2.0,1,-3.3
CSc1nc(-c2ccccc2)nc(SC)c1C(C)=O,-9,3,-6,-0.5,-0.9,0,-0.9,-6,-2.9
CC(c1ccon1)N(C)Cc1cn[nH]c1-c1ccc(F)cc1F (stereo not drawn),-7,9,1,0.8,-0.6,-5,3.6,10,-0.9
O=C(CN1CCN(c2ccccc2)CC1)Nc1ccc2c(c1)CCC2,-1,-5,-6,x,-0.6,6,-0.8,-7,-0.3
Cn1c(=O)c2cc(S(=O)(=O)NCCC(=O)Nc3ccc(Cl)cc3)ccc2n(C)c1=O,6,6,-2,1.1,1.0,-8,0.2,1,0.0
O=C(NCC(=O)N1CCCC(C(F)(F)F)C1)c1ccccc1F (stereo not drawn),6,-5,-2,-1.2,1.9,-3,-0.9,0,-4.8
O=C(Cn1nnc(-c2ccccc2)n1)NCc1ccco1,5,3,-2,x,-0.4,-3,-2.5,-4,-2.8
CCN(C(=O)COc1cc(=O)n(CC)c2ccccc12)c1cc(Cl)ccc1OC,-7,2,1,0.7,-0.7,2,-0.3,8,-2.8
CCOc1c2ccc(C(=O)NCc3ccc4c(c3)OCO4)cc2nn1CC,-3,8,51*,2.3,-0.2,-5,0.6,-52,-2.0
CC(C)n1cc(/C=C(\C#N)S(=O)(=O)c2ccccc2)c2ccccc21,1,5,4,x,-0.1,-3,-0.5,9,2.0
Cc1cc(C)n2c(SCc3c(C)noc3C)nnc2n1,-5,-3,1,1.4,0.4,5,1.3,-1,-3.3
O=C1COc2ccc(NC(=O)c3ccccc3C(=O)O)cc2N1,-15,8,-1,-1.3,-1.2,-5,-2.6,-3,-1.5
OC(c1ccc(F)cc1)c1nc(-c2cncnc2)cs1 (stereo not drawn),-2,4,-1,-0.9,0.2,2,x,-9,-1.1
COCC1CCN(C(=O)c2cc(COc3ccccc3SC)on2)C1 (stereo not drawn),-7,12,4,0.0,-1.4,2,-1.5,8,-0.7
O=C(Nc1cccc(Br)c1)C1CCCC1,u,-16,2,-0.3,2.3,6,-1.6,-13,-5.1
Cc1ccc(OCC(=O)Nc2ccc(S(=O)(=O)Nc3ccccn3)cc2)c(C)c1,-7,-1,3,3.9,-0.3,1,0.1,9,-0.8
N#C/C(=C\c1ccc(O)c([N+](=O)[O-])c1)C(=O)NCc1ccccc1,-4,44*,-12,0.5,-1.4,-12,1.4,25,2.0
CCOC(=O)c1oc2ccc(S(=O)(=O)n3nc(-c4ccc(Cl)cc4)cc3N)cc2c1C,4,8,1,-1.3,0.5,3,-0.3,-8,0.0
Cc1cc(C)cc(OCC(=O)NNC(=O)c2cc3ccccc3o2)c1,1,-2,0,-4.9,0.2,3,-1.2,2,-3.6
CCN1C(=O)[C@H]2[C@@H](c3ccc(-c4ccc(F)cc4)c(OC)c3)N3CCCC[C@@]3(C(=O)OC)[C@H]2C1=O,-5,8,3,-2.4,-0.6,7,5.1,3,-0.5
O=C(O)c1ccc(N2C(=O)CC(SC(=Nc3ccccc3)Nc3ccccc3)C2=O)cc1 (stereo not drawn),-14,1,0,x,-1.3,0,0.0,7,-2.9
Cc1ccc(C2CC(c3ccc(F)cc3)Nc3nc(N)nn32)cc1 (stereo not drawn),-13,11,1,-1.5,-1.1,-7,2.0,22,-0.1
COc1cc(C2(c3ccc(O)c(OC)c3)C(=O)N(C)c3ccc(Br)cc32)ccc1O,-12,5,1,x,-0.4,2,2.1,-6,0.7

Outcome played no part in choosing rows; overall some 4.8% were active at least once.
